Fh CTSL1 inh: counter-screen for PFM18AAP inhibitors: inhibitors of F. hepatica cathepsin L1; recombinant F. hepatica cathepsin L1, Z-Leu-Arg-MCA fluorescence; inhibition, % at 5.96 µM; 0.49% of 300,000 active;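 active means inhibition above the mean of all tested compounds plus 3 SD, set per screening campaign, cut at about 17% in these data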;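 further: 0% = plate median of test compound wells and 100% = 1 µM Z-Phe-Ala-diazomethylketone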
PP1 counter: counter-screen for PP5 inhibitors: inhibitors of human PP1-alpha. P62136. purified PP1alpha, OMFP fluorescence. inhibition, % at 6.7 µM. 0.9% of 320,000 active. AID 2235;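 active means inhibition above the mean inhibition of all tested compounds plus 3 SD, computed separately for each screening campaign, cut at about 15% in these data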
Target sequence (P62136 whole entry, looked up): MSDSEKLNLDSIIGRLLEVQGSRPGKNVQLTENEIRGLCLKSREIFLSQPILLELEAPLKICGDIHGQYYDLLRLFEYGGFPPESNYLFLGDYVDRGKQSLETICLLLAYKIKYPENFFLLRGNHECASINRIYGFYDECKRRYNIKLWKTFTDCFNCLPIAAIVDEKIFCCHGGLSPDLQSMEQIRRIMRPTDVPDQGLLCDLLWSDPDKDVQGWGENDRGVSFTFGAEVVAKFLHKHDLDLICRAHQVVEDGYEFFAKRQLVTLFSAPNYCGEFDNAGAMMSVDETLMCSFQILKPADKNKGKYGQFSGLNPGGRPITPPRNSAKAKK
LYPLA2 inh: LYPLA2 (human) inhibition in PME1 counter-screen. O95372. recombinant LYPLA2, FP-Rh probe fluorescence polarization. inhibition, % at 5.9 µM. 0.38% of 320,000 active. AID 2177;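 active means inhibition above the screen-wide mean plus 3 SD, limit set per campaign, cut at about 26% in these data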;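 further: 0% = LYPLA2 with DMSO and 100% = wells lacking LYPLA2 enzyme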
PP5 inh: inhibitors of human protein phosphatase 5 (PP5); purified PP5c, OMFP substrate fluorescence; inhibition, % at 6.7 µM; 0.18% of 320,000 active;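 active means inhibition above the campaign's mean inhibition across all tested compounds plus 3 SD, cut at about 9.5% in these data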;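 further: 0% = DMSO only and 100% = 100 µM cantharidin control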
HCV core dimer: HCV core protein dimerization inhibition; TR-FRET GST/Flag-core106 dimerization, 1536-well; inhibition, % at 5 µM; 0.33% of 300,000 active; AID 1899;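 active means inhibition above the mean of all tested compounds plus 3 SD, set per screening campaign, cut at about 45% in these data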
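Assay system: Tagged HCV core106 pair (GST and Flag) | Buffer or medium: KF-containing HEPES buffer, pH 7.45, DTT, CHAPS, BSA | Also added: Eu donor and XL665 acceptor anti-tag antibodies | Dosing: One concentration, 5 µM, in 0.5% DMSO | Timing: 4 h at 22.5 °C | Technique: TR-FRET 671 and 617 nm emission | Repeats: Singlicate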
TPT1 inhibitor: C. albicans TPT1 enzyme inhibition; AID 1962; recombinant caTPT1, FP RNA substrate dephosphorylation; inhibition, % at 5 µM; 0.81% of 300,000 active;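 active means inhibition above the mean of all tested compounds plus 3 SD, set per screening campaign, cut at about 24% in these data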;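 further: plate controls were DMSO alone for no effect and ferristatin control at 100 nM for full effect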
Efflux pump mplx: antifungal efflux pump inhibition, Nile Red retention; S. cerevisiae Candida pump triplex; inhibition, % at 10 µM; 0.44% of 330,000 active;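 active means plate passing quality check with inhibition over a set limit, or well fluorescence over plate mean plus 4 SD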;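 further: Nile Red retained in pooled yeast measured as flow cytometry median fluorescence; 0% = buffer negative control and 100% = Enniatin B positive control; higher means more Nile Red kept so more efflux inhibition; some compounds called inactive have numbers as strong as hits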
PREPL inhibitor: inhibitors of human prolyl oligopeptidase-like enzyme PREPL. recombinant PREPL, fluorescence polarization activity-based probe. 0.68% of 320,000 active. inhibition, % at 5.96 µM. Q4J6C6. AID 2751; in the data active means inhibition above about 43%;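 further: 0% = enzyme with DMSO and 100% = wells lacking enzyme; many of its hits are not listed in these tables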
Target sequence (Q4J6C6 whole entry, looked up): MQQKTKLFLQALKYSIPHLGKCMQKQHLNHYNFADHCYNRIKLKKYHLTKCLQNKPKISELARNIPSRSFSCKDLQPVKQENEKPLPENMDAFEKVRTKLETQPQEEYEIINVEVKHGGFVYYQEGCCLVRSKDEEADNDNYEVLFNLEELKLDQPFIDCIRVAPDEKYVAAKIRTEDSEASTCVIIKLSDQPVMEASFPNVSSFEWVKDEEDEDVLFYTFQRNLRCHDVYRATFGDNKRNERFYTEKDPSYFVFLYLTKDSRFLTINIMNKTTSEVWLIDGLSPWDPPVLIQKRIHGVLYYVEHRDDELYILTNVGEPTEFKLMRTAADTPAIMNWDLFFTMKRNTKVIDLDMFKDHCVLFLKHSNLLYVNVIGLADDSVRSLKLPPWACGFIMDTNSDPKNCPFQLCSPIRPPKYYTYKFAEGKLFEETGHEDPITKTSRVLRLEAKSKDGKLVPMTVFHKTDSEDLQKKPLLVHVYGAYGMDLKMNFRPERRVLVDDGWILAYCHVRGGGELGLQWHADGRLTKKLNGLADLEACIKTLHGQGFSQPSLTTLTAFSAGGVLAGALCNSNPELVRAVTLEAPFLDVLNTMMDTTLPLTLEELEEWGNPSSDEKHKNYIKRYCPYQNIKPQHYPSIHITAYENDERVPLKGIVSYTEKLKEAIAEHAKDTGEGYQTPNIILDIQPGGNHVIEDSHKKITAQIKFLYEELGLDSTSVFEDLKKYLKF
JMJD2C inh: blocks human GASC-1 demethylase activity; GST-JMJD2C(1-420) H3K9me3 demethylation, DELFIA europium; inhibition, % at 2.35 µM; 0.069% of 330,000 active;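 active means more than half of a compound's replicate wells show inhibition beyond 50%, single wells judged on their own value; inconclusive means some, but no more than half, of replicates pass 50% inhibition; inactive means no replicate passes 50% inhibition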;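 further: signal counts dimethyl H3K9 product captured on neutravidin plate; 0% = median of DMSO wells and 100% = 0.3 times that DMSO median; strong numbers were not always called active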
* hit, by the source's call; ? = inconclusive; . = not tested or not shown; & = joins results of further samples. Some of the compounds tested, so the mix of outcomes need not match the whole.

SMILES	Fh CTSL1 inh	PREPL inhibitor	JMJD2C inh	Efflux pump mplx	PP1 counter	HCV core dimer	LYPLA2 inh	TPT1 inhibitor	PP5 inh
CC1(C)C(C=C(Cl)Cl)C1C(=O)NC(O)C(=O)c1ccccc1 (stereo not given)	2	-13	2	0.1	-1	-1	-1	2	-0.3
COc1ccccc1NC(=O)NCCCCc1ccccc1	-3	2	14	0.4	-2	-4	2	-2	1.4
Cc1ccc(Cl)cc1NC(=O)N[C@@H](C)C(=O)O	4	6	8	-0.1	-1	1	0	2	-2.1
CCOc1ccc(OCCOC(=O)C2CCN(S(=O)(=O)c3ccc(C)c(C)c3)CC2)cc1	8	7	6	0.2	1	3	-2	-4	4.0
CC(C)CC1C(C#N)=C(N)OC2=C1C(=O)CC(c1ccccc1)C2 (stereo not given)	4	9	7	0.1	-2	0	3	4	3.1
COc1ccc(S(=O)(=O)N2CC(C)OC(C)C2)cc1C(=O)N1CCCCC1 (stereo not given)	-2	-7	-5	0.4	-9	5	-7	1	-1.1
O=C(Nc1ccccn1)c1ccc2c(c1)S(=O)(=O)c1ccccc1C2=O	0	0	-1	0.1	-2	-22	5	0	1.9
CCC1(C(=O)O)NC(c2cccc(OC)c2O)C2C(=O)N(c3ccccc3)C(=O)C21 (stereo not given)	-3	-3	4	0.0	-5	-3	3	-3	0.5
O=S(=O)(c1ccc(Oc2ccccc2)cc1)N1CCOCC1	-2	2	-15	0.2	-2	1	3	2	2.1
CNC(=O)COC(=O)c1ccccc1Nc1ccccc1	-1	2	-5	-0.2	1	-1	-1	-1	0.6
O=c1[nH]c(/C(Cl)=C/c2cccc(F)c2)nc2cc(C(F)(F)F)ccc12	1	-2	?	0.0	0	6	-4	-3	-0.5
CC(=O)NS(=O)(=O)c1ccc(NC(=S)Nc2ccccc2)cc1	-4	8	10	0.0	2	-2	2	-4	0.6
COc1ccc(CCn2c(-c3ccc(C(C)(C)C)cc3)n[nH]c2=S)cc1OC	0	-26	.	0.0	-1	6	-3	-1	2.3
Cc1ccc(N(C(C)C(=O)N2CCCC2)S(C)(=O)=O)cc1 (stereo not given)	-1	10	-23	0.4	3	-4	-9	0	-2.6
COc1ccc2c(c1)c(CC(=O)Nc1ccc(C)cc1)c(C)n2C(=O)c1ccc(Cl)cc1	6	9	-6	-0.1	0	-3	-12	-2	-0.2
COc1ccc2c(c1)c(/C=N/Nc1ccc(C(=O)O)cc1)c(C)n2C	1	14	-4	0.0	-2	-20	6	-1	0.3
Cc1cc(NC(=O)COC(=O)C2CC(=O)N(c3cccc(Cl)c3)C2)no1 (stereo not given)	1	-4	-8	-0.1	-3	-25	1	-3	0.2
N=c1c(S(=O)(=O)c2ccc(Cl)cc2)cc2c(=O)n3ccccc3nc2n1CC1CCCO1 (stereo not given)	-2	-1	4	-0.4	5	2	-1	0	2.3
COc1ccc(NC(=O)CN2CCN(c3ccccn3)CC2)cc1Cl	-4	-2	-10	0.5	-2	1	-5	2	1.8
O=C(CCS(=O)(=O)c1ccccc1)Nc1cccc(-c2nc3ccccc3s2)c1	5	-76	-6	0.4	0	3	-26	-2	4.8
CCc1ccc(N(CC(=O)NC(C)(C)CC)C(=O)CCC(=O)Nc2nccs2)cc1	0	-18	6	0.0	0	9	0	-2	0.9
Cc1ccc(SCCNC(=O)c2ccc(CN3CCOCC3)cc2)cc1	-2	13	29	0.0	0	-4	0	-2	1.6
Cc1ccc(NC(=O)c2ccc(OC(=O)C(C)Oc3ccc(Cl)cc3C)cc2)cc1 (stereo not given)	-2	-2	1	-0.2	-3	-2	-1	0	2.8
Clc1c(-c2ccccc2)nc2ccccn12	-2	4	-2	0.0	3	-16	-2	0	-3.1
Cc1c(Cl)cccc1NC(=O)N1CCCN(c2nc(-c3ccccc3)ns2)CC1	-5	5	-15	0.1	2	8	-4	1	4.0
O=C(NCCc1c[nH]c2ccccc12)/C(=C/c1ccco1)NC(=O)c1ccco1	7	14	-16	0.2	-6	0	-9	0	0.3
Cc1c(NC(=O)c2ccc(Cl)c(S(=O)(=O)N3CCOCC3)c2)c(=O)n(-c2ccccc2)n1C	-2	1	-9	0.0	-12	-1	-7	1	2.2
O=C(/C=C/c1ccccc1[N+](=O)[O-])OCC(=O)N1CCCC1	.	0	4	0.0	2	.	0	.	-0.4
Cc1ccc(S(=O)(=O)Nc2ccccc2C(=O)Nc2ccc(S(=O)(=O)Nc3nccc(C)n3)cc2)cc1	0	-1	-24	0.0	7	7	0	-1	0.7
COc1ccc(S(=O)(=O)Nc2ccccc2C(=O)N2CCOCC2)cc1Cl	-1	2	-7	0.1	3	5	-4	-2	-1.9
CN1C/C(=C/c2cccnc2)C(=O)/C(=C/c2cccnc2)C1	-2	0	14	0.0	-1	2	5	-6	-0.3
CCn1cc(/C=C(\NC(=O)c2ccc(OC)c(OC)c2)C(=O)N2CCN(C)CC2)c2ccccc21	-4	13	-1	0.4	0	-12	4	-1	1.9
CC1=NN(c2ccc(C(=O)O)c(N)c2)C(=O)C1	6	11	25	0.1	1	-29	8	-6	4.0
CCn1c(COc2cccc3ccccc23)nnc1SCC(=O)OC1CCCCC1	3	30	-7	0.2	4	3	12	-5	2.4
COc1ccc(/C=C/C(=O)c2ccc3c(c2)OCCO3)cc1[N+](=O)[O-]	2	0	185	-0.1	-1	12	1	-1	-0.4
Cc1cc(NS(=O)(=O)c2ccc(NC(=O)/C=C/c3ccc(Br)cc3)cc2)no1	10	-2	1	0.0	1	11	-13	1	2.2
O=C(OCc1c(F)cccc1Cl)c1cccnc1Cl	0	-5	9	-0.1	-1	-5	5	-2	1.3
O=C(NNC(=O)c1cccc2ccccc12)c1ccccc1O	2	3	3	0.0	-1	4	3	-1	0.4
CCN1CCCC1CNC(=O)c1cc(S(=O)(=O)CC)c(N)cc1OC (stereo not given)	-8	-4	1	-0.2	1	-7	8	-6	0.1
CC(C)C1C(C#N)=C(N)SC(N)=C1C#N	-3	9	2	0.1	-4	6	5	16	2.3
Cc1ccc(NC(=O)COc2cccnc2[N+](=O)[O-])cc1S(=O)(=O)N1CCOCC1	-15	1	21	-0.1	3	1	0	1	-0.1
COc1ccc(S(=O)(=O)N2CCN(c3ccccn3)CC2)cc1[N+](=O)[O-]	3	12	22	-0.1	3	-1	7	-3	0.5
C#CCOCCOCCOCCNc1nc(N2CCN(C(=O)Cn3cc(CCCN=C(N)N)nn3)CC2)nc(N2CCN(C(=O)[C@H]([C@@H](C)CC)n3cc(CCC(=O)O)nn3)CC2)n1	0	12	-9	0.0	-3	-7	1	6	1.9
CC1CCN(C(=O)COC(=O)C2CCN(S(=O)(=O)c3ccc(Cl)c(C(F)(F)F)c3)CC2)CC1	-5	1	-1	-0.1	-1	3	0	0	2.0
Cc1ccc([N+](=O)[O-])cc1S(=O)(=O)N1CCNCC1	1	-6	-5	0.1	0	-4	-1	-3	-1.3
O=C1C2CC=CCC2C(=O)N1Nc1ccccc1 (stereo not given)	-4	-2	-6	0.7	0	-5	-3	-1	3.8
COc1ccc(C)cc1S(=O)(=O)Nc1cc2c3c(c1)CCN3C(=O)CC2	-1	3	6	0.0	-6	-1	3	0	-1.6
O=C(Nc1ccccc1-c1nnn(CC(=O)N2CCOCC2)n1)c1ccc(F)cc1	1	2	-15	0.0	-3	-6	7	0	2.6
O=C(NCCc1ccco1)C(=O)NCC1CCCN1S(=O)(=O)c1ccccc1 (stereo not given)	0	2	-3	0.0	3	5	5	0	-3.8
O=C(OC(C(=O)NCc1ccc2c(c1)OCO2)c1ccncc1)c1ccc(Cl)nc1 (stereo not given)	-38	-20	7	-0.2	-1	1	2	-1	7.8

Following part.
SMILES	Fh CTSL1 inh	PREPL inhibitor	JMJD2C inh	Efflux pump mplx	PP1 counter	HCV core dimer	LYPLA2 inh	TPT1 inhibitor	PP5 inh
O=C(NCc1cccs1)c1ccc2c(c1)OCCO2	-2	14	3	0.2	-1	0	-3	-1	-1.6
O=C(C1=C(O)C(=O)N(c2ccccc2)C1c1ccc([N+](=O)[O-])cc1)c1cccs1 (stereo not given)	9	1	-10	-0.1	4	1	2	4	1.2
CC(C)n1cnc2c(N(C)c3ccccc3)nc(N(CCN(C)C)Cc3ccccc3)nc21	0	52*	-11	0.0	-2	-17	4	2	3.3
O=C(Nn1cnc2ccccc2c1=O)c1ccc(F)cc1Cl	5	8	3	-0.1	-2	0	2	-1	-0.4
O=C(Nc1ccc(F)cc1)c1cccc(N2C(=O)c3ccccc3C2=O)c1	0	8	-15	-0.1	0	-7	-2	0	2.8
Cc1cnc(NC(=O)CSc2nnc(COc3c(C)cccc3C)o2)s1	-1	-4	-7&-7	0.1	-5	3	2	1	2.8
O=C(NCCO)/C(=C\c1cccc([N+](=O)[O-])c1)NC(=O)c1ccco1	-2	2	-27	0.0	2	-4	1	4	2.2
CC(=O)O[C@]1(C(C)=O)CC[C@H]2[C@@H]3C=C(Cl)C4=CC(=O)CC[C@]4(C)[C@H]3CC[C@@]21C	2	-4	-20	0.0	0	15	1	-5	0.2
CCOC(=O)c1cc(NC(=O)CC(C)(C)CC(=O)O)ccc1N1CCCCC1	1	0	-12	0.1	0	5	7	-2	0.7
COc1ccc(S(=O)(=O)N2CCCc3ccccc32)cc1[N+](=O)[O-]	-4	-9	-5	0.0	0	2	6	0	1.7
CCCCCCCCCCCCN1[C@@H](CC(C)=O)c2cc(F)ccc2S1(=O)=O	0	9	-24	-0.1	1	-5	9	0	5.2
Cc1cc(=O)[nH]c(SCC(=O)N2CCc3ccccc3C2)n1	-3	2	-3	-0.1	-4	-2	5	0	-0.2
Nc1cc(C(=O)OCC(=O)N2CCCC2)ccc1Cl	-4	15	6	0.0	-3	1	0	1	2.7
COc1cc2c(cc1OC)-c1cc(Nc3ccc4c(c3)OCCO4)nc(=O)n1CC2	0	39	7	0.3	-4	4	-2	8	5.1
CC1CCC/C(=N\NC(=O)COc2ccc(Cl)cc2Cl)C1 (stereo not given)	-2	2	-6	-0.1	-4	0	0	-1	-0.6
CN1CCN(c2ccc(NC(=O)C(C)(c3ccccc3)c3ccccc3)cc2)CC1	-3	0	3	-0.1	-2	4	0	-2	-0.9
COc1ccc(NC(=O)CN2CCOCC2)cc1S(=O)(=O)N1CCCCC1	.	-5	3	-0.2	0	.	6	.	-1.5
CCc1ccccc1NC(=O)CSc1nnc([C@@H](N)Cc2ccccc2)o1	68*	-12	.	-0.2	-1	2	2	-1	-0.3
Cc1cc(C)n2nc(C(=O)N3CCN(Cc4ccc5c(c4)OCO5)CC3)nc2n1	4	8	18	0.0	-1	-3	8	2	2.2
CCC(CC)C(=O)Nc1c2c(nn1-c1ccc(OC)cc1)CS(=O)C2 (stereo not given)	1	-1	40	0.0	-1	-3	4	-1	-3.2
Cc1ncc([N+](=O)[O-])n1CCOC(=O)c1ccc(Br)cc1	1	-2	3	0.2	-4	-4	5	-4	-2.1

Screening data as filed in PubChem.
